mABHD4 FP: ABHD4 (mouse) inhibition, primary FP screen. Q8VD66. purified mABHD4, FP-Rh probe fluorescence polarization. inhibition, % at 8.92 µM. 370,000 tested, 0.54% active;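 active means inhibition exceeding the mean over every tested compound plus 3 SD, cut at about 30% in these data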;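 further: 0% = plate median of compound wells and 100% = S159A mutant with DMSO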
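Assay system: Wild-type mouse ABHD4 protein | Medium: HEPES pH 7.0 buffer, 150 mM NaCl, 0.01% Pluronic F-127 | Incubation: Enzyme–compound pre-incubation 45 min, then probe 60 min, both 25 °C | Technique: Fluorescence polarization with parallel and perpendicular emission, 525/598 nm | Evaluation: % inhibition of FP-Rh probe binding versus controls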
TDP2 absorb: blocks human TDP2 phosphodiesterase activity | 370,000 tested, 0.34% active | O95551 | AID 720702 | inhibition, % at 12.8 µM | recombinant TDP2, T5PNP hydrolysis, p-nitrophenol absorbance 415 nm;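 active means inhibition above the mean of all tested compounds plus 3 SD, set per campaign, cut at about 25% in these data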;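 further: 0% = DMSO with enzyme and 100% = buffer with substrate but no TDP2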
Target sequence (O95551 whole entry, looked up): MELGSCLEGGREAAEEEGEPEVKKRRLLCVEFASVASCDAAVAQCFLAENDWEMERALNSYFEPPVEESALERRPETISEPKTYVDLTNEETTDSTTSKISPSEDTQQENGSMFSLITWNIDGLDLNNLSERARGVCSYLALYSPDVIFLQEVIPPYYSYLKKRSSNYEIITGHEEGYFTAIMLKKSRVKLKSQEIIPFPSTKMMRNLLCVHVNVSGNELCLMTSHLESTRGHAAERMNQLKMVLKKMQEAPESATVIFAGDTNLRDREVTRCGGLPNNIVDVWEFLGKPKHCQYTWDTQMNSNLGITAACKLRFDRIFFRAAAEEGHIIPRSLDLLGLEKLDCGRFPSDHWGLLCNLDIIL
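Evaluation: % inhibition relative to enzyme-containing and enzyme-free wells. Material: recombinant human TDP2. Benchmarks: enzyme-free and DMSO wells. Timing: enzyme reaction with compound for 2 h at 37 °C. Compound dosing: 12.8 µM only. Measured by: p-Nitrophenol epi absorbance. Reagent: T5PNP substrate at 5 mM, a TopII-DNA adduct mimic. Replication: single well per compound.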
SIAE inh: inhibitors of human sialic acid acetylesterase SIAE; inhibition, % at 9.66 µM; AID 1053197; Q9HAT2; SIAE FP-Rh probe binding, fluorescence polarization; 370,000 tested, 0.69% active;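 active means inhibition above a cutoff: mean of compounds within the control limits plus 3 SD of those, cut at about 17% in these data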;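 further: 0% = plate median of compound wells and 100% = probe without SIAE protein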
Target sequence (Q9HAT2 whole entry, looked up): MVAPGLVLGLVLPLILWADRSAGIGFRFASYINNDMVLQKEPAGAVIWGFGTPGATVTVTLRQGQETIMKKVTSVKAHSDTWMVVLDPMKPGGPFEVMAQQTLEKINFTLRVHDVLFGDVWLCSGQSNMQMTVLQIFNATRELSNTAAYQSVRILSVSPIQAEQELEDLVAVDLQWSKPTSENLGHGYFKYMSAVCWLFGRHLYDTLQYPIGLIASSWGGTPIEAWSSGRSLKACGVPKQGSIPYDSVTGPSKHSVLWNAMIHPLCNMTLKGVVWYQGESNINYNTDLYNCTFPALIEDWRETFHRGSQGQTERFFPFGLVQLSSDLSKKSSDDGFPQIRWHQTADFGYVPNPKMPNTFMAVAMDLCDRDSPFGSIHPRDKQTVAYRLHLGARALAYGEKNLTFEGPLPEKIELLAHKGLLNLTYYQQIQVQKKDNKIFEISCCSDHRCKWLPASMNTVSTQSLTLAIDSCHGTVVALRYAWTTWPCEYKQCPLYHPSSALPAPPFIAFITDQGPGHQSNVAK
rCAG RNA binder: binds r(CAG) RNA repeats; r(CAG) RNA repeat, TO-PRO-1 dye displacement fluorescence; 370,000 tested, 1.3% active; inhibition, % at 3 µM;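 active means inhibition above the plate cutoff, the mean of all test compounds on that plate plus 3 SD, cut at about 35% in these data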;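 further: 0% = DMSO alone and 100% = 100 µM mitoxantrone as full dye displacement; higher means more dye released from RNA so lower well fluorescence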
TCR CD3 inh: human TCR-CD3 binding inhibition. TAMRA-labeled TCR probe fluorescence, biochemical. inhibition, % at 9.4 µM. 360,000 tested, 0.37% active; in the data active means inhibition above about 19%;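 further: recombinant mutant TCR 2C K166C tagged with TAMRA read by polarization; 0% = receptor in buffer alone and 100% = receptor with positive control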
HTRA1 inh: inhibitors of human serine peptidase HTRA1 | Q92743 | inhibition, % at 5.96 µM | recombinant HTRA1, FP-rhodamine activity-based probe, fluorescence polarization | 340,000 tested, 0.5% active; in the data active means inhibition above about 36%;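 further: 0% = enzyme with DMSO and 100% = wells lacking enzyme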
LEDGF integ inh: blocks HIV-1 LEDGF/p75-dependent DNA integration; 370,000 tested, 0.64% active; inhibition, % at 3.7 µM; TR-FRET IN-LEDGF/p75 DNA integration, Eu/Cy5; AID 743269;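 active means inhibition above the screen-wide mean plus 3 SD, cut at about 13% in these data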;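 further: signal is the Cy5 over europium emission ratio at 671 and 618 nm; 0% = plate median of compound wells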
NPR2 activator: GC-B (human) receptor activation; P20594; HEK293-GC-B cells, CNP EC30, cGMP TR-FRET; 0% at EC30 CNP, 100% saturating CNP; activation, % at 10 µM; 370,000 tested, 0.11% active;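 active means activation at 10 µM reaching about 35% in either raw or pattern-adjusted values, limit read from the data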
PRMT1 inh: inhibitors of human PRMT1; Q99873; recombinant PRMT1, activity-based probe fluorescence polarization; inhibition, % at 2.79 µM; 370,000 tested, 1.3% active; AID 652257;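 active means inhibition above about 21% made by adding two undisclosed values, limit read from the data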
MBD2 DNA inh: inhibitors of human MBD2 binding to methylated oligonucleotide; Q9UBB5; 370,000 tested, 0.31% active; inhibition, % at 4.4 µM; TR-FRET; AID 686964; in the data active means inhibition above about 13%
Numbers without * were called inactive; . = not tested or not shown; & = joins results of further samples. An excerpt (hit frequency here may not be typical).

The first two entries as a preview:
Assay codes: A = mABHD4 FP; B = TDP2 absorb; C = SIAE inh; D = rCAG RNA binder; E = TCR CD3 inh; F = HTRA1 inh; G = LEDGF integ inh; H = NPR2 activator; I = PRMT1 inh; J = MBD2 DNA inh
1) O=c1[nH]cnc2c([N+](=O)[O-])cccc12
  A = 3 | B = 13 | C = 9 | D = 0 | E = -7 | F = -5 | G = -1 | H = -4 | I = -1 | J = 1
2) O=C(Cn1cc(C(=O)c2ccco2)c2ccccc21)NC1CCCCC1
  A = 3 | B = 9 | C = 1 | D = 2 | E = -1 | F = -3 | G = 0 | H = 1 | I = 2 | J = 4

This part in full, from the first entry:
Assay codes: A = mABHD4 FP; B = TDP2 absorb; C = SIAE inh; D = rCAG RNA binder; E = TCR CD3 inh; F = HTRA1 inh; G = LEDGF integ inh; H = NPR2 activator; I = PRMT1 inh; J = MBD2 DNA inh
1) O=c1[nH]cnc2c([N+](=O)[O-])cccc12
  A = 3 | B = 13 | C = 9 | D = 0 | E = -7 | F = -5 | G = -1 | H = -4 | I = -1 | J = 1
2) O=C(Cn1cc(C(=O)c2ccco2)c2ccccc21)NC1CCCCC1
  A = 3 | B = 9 | C = 1 | D = 2 | E = -1 | F = -3 | G = 0 | H = 1 | I = 2 | J = 4
3) COc1ccc(CC(=O)OCC(=O)N(CC(C)C)c2c(N)n(Cc3ccccc3)c(=O)[nH]c2=O)cc1
  A = 3 | B = -10 | C = -2 | D = -1 | E = 2 | F = -4 | G = 2 | H = -4 | I = -6 | J = 0
4) CCCn1c(SC(C(=O)Nc2cccc(OC)c2)c2ccccc2)nc2ccccc2c1=O (stereo unspecified)
  A = 2 | B = 0 | C = 3 | D = 3 | E = -3 | F = -5 | G = -3 | H = 6 | I = -2 | J = 5
5) O=C(c1cccs1)N(Cc1ccccn1)Cc1ccco1
  A = -4 | B = 17 | C = -10 | D = 1 | E = 2 | F = 0 | G = 0 | H = 2 | I = 4 | J = 1
6) CN1CCN(C(=O)c2cccc(-c3cccc4nccn34)c2)CC1
  A = -4 | B = 0 | C = -3 | D = 2 | E = -9 | F = . | G = 1 | H = 1 | I = -4 | J = -3
7) N#Cc1c(N)n(CCNC(=O)c2cccs2)c2nc3ccccc3nc12
  A = 11 | B = -10 | C = 0 | D = 4 | E = 4 | F = -7 | G = 0 | H = -1 | I = -4 | J = -4
8) COC(=O)c1c(N)c2ccccc2[nH]c1=O
  A = -1 | B = 6 | C = 9 | D = -2 | E = 0 | F = -3 | G = 6 | H = -3 | I = -5 | J = -1
9) O=S(=O)(c1cc(Cl)ccc1Cl)n1nnc2ccccc21
  A = -1 | B = -7 | C = -5 | D = -1 | E = -2 | F = 0 | G = 0 | H = 5 | I = 0 | J = -1
10) COc1ccc([N+](=O)[O-])cc1NC(=O)c1cccnc1
  A = -5 | B = 18 | C = 3 | D = 2 | E = -4 | F = 1 | G = 4 | H = -2 | I = -6 | J = -3
11) COc1ccc(CCNS(=O)(=O)c2ccc3c(c2)OCCO3)cc1OC
  A = 8 | B = -5 | C = 0 | D = 1 | E = 1 | F = 4 | G = 2 | H = 8 | I = 1 | J = -5
12) COc1ccc(C(=O)OCC(=O)NC2CC2)cc1S(=O)(=O)Nc1ccc(C)cc1
  A = 1 | B = -10 | C = -2 | D = 0 | E = 12 | F = -9 | G = 0 | H = 1 | I = 1 | J = -3
13) CSc1ccc(C(=O)C2CCCN(C(=O)c3nonc3C)C2)cc1 (stereo unspecified)
  A = 3 | B = 7 | C = -6 | D = -7 | E = 1 | F = 2 | G = -2 | H = -9 | I = 0 | J = 4
14) COc1ccccc1C(=O)NCCC(=O)NCC(c1ccccc1)N(C)C (stereo unspecified)
  A = -1 | B = 6 | C = 8 | D = -6 | E = 1 | F = 7 | G = 5 | H = 1 | I = -4 | J = -1
15) Cn1c(COc2ccc(Cl)cc2)nnc1SCC(=O)NC1CC1
  A = 7 | B = 4 | C = 0 | D = 3 | E = 4 | F = 5 | G = 4 | H = 1 | I = -4 | J = -6
16) C=CCOC(=O)C1=C[C@H](c2csc3ccccc23)[C@@H](CCCO)[C@H](OCC)O1
  A = -11 | B = -14 | C = -10 | D = -4 | E = -2 | F = -16 | G = 2 | H = 0 | I = 3 | J = 1
17) COCCOC1CCN(C(=O)C2CCC(=O)N(CCc3cccc(F)c3)C2)CC1 (stereo unspecified)
  A = -3 | B = 9 | C = -1 | D = -3 | E = -2 | F = 3 | G = 2 | H = 6 | I = -1 | J = -2
18) CCC1Nc2ncnc(N3CCN(c4ccccc4)CC3)c2N(Cc2ccccc2)C1=O (stereo unspecified)
  A = -3&-7 | B = -1&-4 | C = 12&6 | D = -5&10 | E = 3&-2 | F = -21 | G = -1&2 | H = -5&-6 | I = 0&-2 | J = 1&-1
19) CCc1nc2c(OCc3ccc(F)c(F)c3)cccn2c1N(C)C(=O)C1CC1
  A = -1 | B = -1 | C = 2 | D = 2 | E = 2 | F = . | G = -1 | H = -2 | I = -2 | J = 2
20) O=C1C(=O)N(CCCn2ccnc2)C(c2ccc(Br)cc2)/C1=C(\O)c1ccc2c(c1)OCCO2 (stereo unspecified)
  A = -2 | B = -11 | C = -3 | D = 18 | E = -16 | F = 6 | G = 0 | H = -12 | I = -2 | J = 2
21) COc1ccc2nc(SCc3nc(N)nc(Nc4ccccc4)n3)[nH]c2c1
  A = 2 | B = 1 | C = -2 | D = 7 | E = -1 | F = -15 | G = -1 | H = -1 | I = -1 | J = 1
22) Cc1sc2nc(CSCC(=O)NC3CCCCC3)[nH]c(=O)c2c1C
  A = 5 | B = 0 | C = -11 | D = 2 | E = 1 | F = 1 | G = 0 | H = 2 | I = 22* | J = -2
23) CCN(CC)S(=O)(=O)c1ccc(-c2nnc(SCC(=O)N3CCc4ccccc43)o2)cc1
  A = -8 | B = 2 | C = 2 | D = 3 | E = 3 | F = 3 | G = 4 | H = 1 | I = -1 | J = -5
24) CCOC(=O)C1=CCC(c2ccccc2C(F)(F)F)N(S(=O)(=O)c2ccc(C)cc2)C1 (stereo unspecified)
  A = -7 | B = 4 | C = 1 | D = -1 | E = -5 | F = . | G = -9 | H = -5 | I = 3 | J = -2
25) O=C(Nc1ccc(Oc2ccc(Br)cc2)cc1)C1=CC=CN2CCS(=O)(=O)N=C12
  A = 6 | B = -2 | C = 6 | D = 3 | E = -3 | F = -4 | G = -1 | H = -11 | I = 1 | J = -1
26) CNC(=O)[C@@]1(C)C=C[C@@H](Cc2ccccc2)N1C(=O)OC
  A = -2 | B = 0 | C = 2 | D = -2 | E = 2 | F = -6 | G = 0 | H = 3 | I = -2 | J = 4
27) COc1ccccc1NC(=S)N/N=C1\CC(C)(C)Oc2ccc(O)cc21
  A = 15 | B = 0 | C = 34* | D = 16 | E = -6 | F = 0 | G = 2 | H = 1 | I = 1 | J = 2
28) CCOC(=O)c1c(NC(=O)CCC(=O)N2CCOCC2)sc2c1CC(C)(C)OC2
  A = -7 | B = -12 | C = -12 | D = -1 | E = 0 | F = -1 | G = 0 | H = 3 | I = -2 | J = 1
29) CCCCCCn1c(=O)n2n(c1=O)C[C@]1(OC(=O)NCc3ccco3)CN(S(=O)(=O)c3ccc(C)cc3)C[C@]1(O)C2
  A = -14 | B = -8 | C = 0 | D = 4 | E = -7 | F = -23 | G = 2 | H = 8 | I = -6 | J = -5
30) COc1cc(C(=S)N2CCOCC2)cc(OC)c1OS(=O)(=O)c1ccc(C)cc1
  A = 1 | B = -9 | C = 7 | D = -3 | E = -11 | F = 5 | G = 6 | H = -2 | I = 11 | J = 2
31) COCCOc1cnn(-c2cc(Oc3ccc(C)cc3)ncn2)c(=O)c1Cl
  A = -1 | B = 3 | C = 0 | D = -3 | E = 3 | F = -2 | G = 12 | H = 4 | I = -1 | J = 2
32) CCN(CC)C(=O)C(=O)c1cccn1-c1cccc(-n2cccc2C(=O)C(=O)N(CC)CC)c1C#N
  A = -3 | B = -3 | C = 3 | D = 3 | E = -2 | F = -1 | G = -2 | H = 0 | I = 5 | J = -4
33) COc1ccc2c(Cl)c(C(=O)NCCCn3ccnc3)sc2c1
  A = 3 | B = 7 | C = 3 | D = 0 | E = 4 | F = 1 | G = 2 | H = 1 | I = -1 | J = -5
34) Cc1ccc(NC(=S)Nc2cccc(-c3n[nH]c(=S)o3)c2)cc1
  A = 4 | B = 2 | C = 3 | D = 11 | E = 6 | F = 4 | G = 5 | H = 1 | I = 8 | J = 1
35) CCOC(=O)C1=C(COc2ccccc2)NC(=O)NC1c1cccc([N+](=O)[O-])c1 (stereo unspecified)
  A = 4 | B = 9 | C = -1 | D = 0 | E = -6 | F = -14 | G = -1 | H = -16 | I = 0 | J = 5
36) CC(C)NC(=O)C1(C)CCN1Cc1ccc(Cl)cc1 (stereo unspecified)
  A = 1 | B = 4 | C = 2 | D = -2 | E = 3 | F = . | G = 0 | H = -2 | I = -5 | J = 5
37) COP(=O)(O)C[C@@H]1CCc2cc(C)cc([C@H](CC(C)C)NC(=O)OCc3ccccc3)c2O1
  A = -4 | B = -9 | C = 2 | D = 26 | E = . | F = . | G = -5 | H = 5 | I = 6 | J = 6
38) Oc1ccc(C[C@H]2CNCCN2CCCCC2CCCCC2)cc1
  A = 16 | B = -8 | C = 8 | D = 9 | E = 8 | F = 5 | G = -5 | H = -3 | I = 0 | J = 2
39) Cc1ccnc(N2CCN(c3cc(C)c(C#N)c4nc5ccccc5n34)CC2)c1
  A = 2 | B = 1 | C = -3 | D = 0 | E = 1 | F = 2 | G = 1 | H = 2 | I = -3 | J = -1
40) COc1ccc(CCC(=O)OCC(=O)Nc2c(C)n(C)n(-c3ccccc3)c2=O)cc1
  A = 6 | B = 10 | C = -3 | D = 1 | E = -8 | F = 9 | G = -2 | H = -1 | I = 0 | J = 3
41) O=C(O)CC(=O)Nc1ccccc1
  A = 4 | B = -10 | C = 1 | D = 0 | E = 8 | F = -2 | G = 1 | H = 1 | I = 0 | J = -1
42) CC(=O)N/N=C/c1cc(C(C)C)cc(/C=N/NC(C)=O)c1O
  A = -4 | B = -8 | C = 5 | D = -41 | E = -10 | F = 8 | G = -5 | H = -7 | I = 11 | J = 6
43) Cc1ccc(/C=C/C(=O)O)cc1S(=O)(=O)NCCCC(=O)O
  A = -4 | B = 5 | C = 11 | D = -1 | E = 0 | F = 8 | G = -2 | H = 4 | I = -4 | J = -2
44) CN1CCN(c2cc(-c3cc(O)c4ncccc4c3)ccn2)CC1
  A = 19 | B = 0 | C = 4 | D = 3 | E = -6 | F = 47* | G = -3 | H = -1 | I = 1 | J = -7
45) CCOC(=O)C1=C(C)N(C)C(=O)NC1c1cccc([N+](=O)[O-])c1 (stereo unspecified)
  A = 1 | B = 0 | C = 3 | D = -1 | E = 5 | F = -7 | G = 4 | H = 0 | I = 1 | J = 4
46) CCCCNS(=O)(=O)c1ccc(OC)c2ncccc12
  A = -8 | B = -18 | C = 0 | D = 2 | E = -12 | F = 3 | G = 4 | H = 4 | I = -1 | J = -3
47) O=C(NCC(c1ccco1)N1CCN(c2ccc(F)cc2)CC1)c1ccco1 (stereo unspecified)
  A = 4 | B = 2 | C = -5 | D = -4 | E = 3 | F = 1 | G = 0 | H = -3 | I = 6 | J = 0
